Screens (PubChem BioAssay)
FAS-TE inh: FAS thioesterase (human) inhibition; recombinant FAS-TE, OMFH fluorogenic substrate, fluorescence endpoint; AID 602261; 360,000 tested, 0.67% active; P49327; inhibition, % at 15 µM;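 active means compounds whose normalised, plate-corrected inhibition of enzyme fluorescence in the single-dose primary screen is 50% or more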;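 further: 0% = DMSO with enzyme and 100% = substrate without enzyme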
NRP1-CendR mod: alters CendR peptide binding to human NRP-1. FAM-RPARPAR peptide binding to NRP-1, fluorescence polarization. inhibition, % at 25 µM. 360,000 tested, 0.85% active. AID 602438;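 active means inhibition or corrected inhibition above about 18%, plus a signal ratio from 0.5 to 1.5, limit read from the data, passing the limit was not always enough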; further: strong numbers were not always called active
eLon inh: E. coli protease La inhibition. inhibition, % at 7.94 µM. AID 602123. purified E. coli Lon protease, fluorescence polarization. 360,000 tested, 0.42% active; in the data active means inhibition above about 13%, passing the limit was not always enough;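 further: 0% = enzyme with probe and DMSO and 100% = no enzyme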
Target sequence (P0A9M0 whole entry, looked up): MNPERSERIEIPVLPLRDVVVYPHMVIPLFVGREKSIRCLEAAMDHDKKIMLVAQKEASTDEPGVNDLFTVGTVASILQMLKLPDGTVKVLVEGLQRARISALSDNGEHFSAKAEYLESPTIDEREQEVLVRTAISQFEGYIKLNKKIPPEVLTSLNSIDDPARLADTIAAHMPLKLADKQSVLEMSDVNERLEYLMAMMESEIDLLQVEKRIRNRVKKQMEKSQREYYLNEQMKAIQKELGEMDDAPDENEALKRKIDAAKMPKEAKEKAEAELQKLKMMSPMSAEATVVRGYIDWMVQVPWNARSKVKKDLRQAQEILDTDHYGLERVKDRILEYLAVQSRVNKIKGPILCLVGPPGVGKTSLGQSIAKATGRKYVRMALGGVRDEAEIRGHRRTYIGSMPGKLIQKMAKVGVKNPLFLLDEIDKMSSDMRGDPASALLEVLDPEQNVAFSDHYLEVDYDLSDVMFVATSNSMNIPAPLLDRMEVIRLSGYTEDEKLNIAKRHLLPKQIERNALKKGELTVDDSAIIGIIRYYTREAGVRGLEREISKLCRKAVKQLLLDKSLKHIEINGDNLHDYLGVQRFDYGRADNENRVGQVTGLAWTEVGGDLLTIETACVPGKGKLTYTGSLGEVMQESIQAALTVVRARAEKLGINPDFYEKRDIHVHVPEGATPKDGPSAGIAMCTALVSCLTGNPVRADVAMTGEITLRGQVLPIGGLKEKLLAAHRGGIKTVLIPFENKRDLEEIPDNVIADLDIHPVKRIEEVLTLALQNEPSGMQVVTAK
Tb MetRS inh: Trypanosoma brucei MetRS inhibition; inhibition, % at 11.9 µM; 360,000 tested, 0.4% active; purified T. brucei MetRS, ATP depletion, Kinase-Glo luminescence; AID 624268;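 active means inhibition above a per-plate cutoff of the control wells' mean inhibition plus 3 SD, cut at about 5.5% in these data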;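 further: 0% = DMSO wells median and 100% = median of wells with control inhibitor compound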
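Assay system: T. brucei methionyl-tRNA synthetase, purified | Medium: HEPES buffer with MgCl2, KCl, DTT, spermine, BSA, pyrophosphatase | Compound: 11.9 µM single point | Incubation: 15 min enzyme-compound preincubation, 2 h reaction, 10 min detection, 25 °C | Measured by: Kinase-Glo luciferase luminescence reporting remaining unconsumed ATP | Measure: % inhibition normalized to control-well medians | Replication: Singlicate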
MT1-MMP act inh: blocks activation of human MT1-MMP; GFP/RFP ratio change, % at 20 µM; P50281; HT1080 RFP-PRO-GFP cells, GFP/RFP ratio fluorescence, overnight; percent of plate control window, DMSO zero; 360,000 tested, 0.061% active;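 active means GFP/RFP ratio change of at least 30% with cell ATP level not reduced by more than half and red fluorescence within 50% of control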; further: strong numbers were not always called active
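Test system: HT1080 cells expressing an RFP-PRO-GFP fluorescent reporter construct / Compound dosing: single-point 20 µM compound, 1% DMSO / Schedule: cells overnight before dosing, compound overnight, 37 °C, 5% CO2 / Evaluation: GFP/RFP fluorescence ratio / Control set: DMSO and RFP-L50D-GFP cell wells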
MsrA inh: inhibits bovine methionine sulfoxide reductase A. purified bovine MsrA, absorbance read-out. inhibition, % at 15.5 µM. 360,000 tested, 0.75% active. AID 651718; in the data active means inhibition above about 4.5%;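 further: 0% = vehicle wells with enzyme and 100% = reference inhibitor wells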
SKN-1 block: blocks SKN-1 activity in C. elegans; C. elegans VP596 Pgst-4::GFP/RFP ratio, acrylamide-induced, 24 h; inhibition, % at 21.8 µM; 360,000 tested, 0.49% active; AID 624304;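 active means interference check ratio from 0.5 to 1.5 plus GFP to RFP signal ratio inhibition reaching or exceeding a fixed threshold, cut at about 30% in these data, passing the limit was not always enough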; further: some compounds called inactive have numbers as strong as hits
bovine MsrA act: activates bovine MsrA enzyme. 360,000 tested, 0.3% active. purified bovine MsrA, absorbance read-out. activation, % at 10.6 µM. AID 602163; in the data active means activation above about 7.5%;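 further: 0% = vehicle and 100% = reference activator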
MLLE-PAM2 inh: blocks PAM2 peptide binding to the PABP1 MLLE domain; 360,000 tested, 0.36% active; AID 588489; GST-MLLE / FITC-PAM2 fluorescence polarization; inhibition, % at 20 µM; in the data active means inhibition above about 35%, passing the limit was not always enough;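 further: plate controls were DMSO wells with GST-MLLE for no effect and wells lacking GST-MLLE protein for full effect; some results filed as inactive read as strong as hits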
Active calls of the source: *; . = no result given.

compound | NRP1-CendR mod | Tb MetRS inh | MLLE-PAM2 inh | MT1-MMP act inh | MsrA inh | eLon inh | SKN-1 block | FAS-TE inh | bovine MsrA act
CC(C(=O)N(C)C1CCS(=O)(=O)C1)N1C(=O)/C(=C/c2cccs2)SC1=S (stereo not given) | 12 | 0.3 | 27 | 5 | -0.3 | 6 | 54 | -7 | -3
CC(=O)N1CCCc2cc(S(=O)(=O)N3CCCC(C(=O)Nc4ccccc4C)C3)ccc21 (stereo not given) | 1 | -0.1 | -13 | 5 | 0.3 | -14 | -10 | -3 | -10
CCOC(=O)N1N=C(c2ccccc2)CC1(O)C(C)(F)F (stereo not given) | 11 | 3.0 | 4 | -2 | 0.4 | 5 | 5 | -4 | -3
O=C(COc1ccccc1)NCc1n[nH]c(=S)n1-c1ccccc1 | 13 | 0.9 | -10 | -3 | 0.6 | -3 | -2 | -3 | 2
CCOc1ccc(C(=O)NCC(c2ccco2)N2CCc3ccccc3C2)cc1 (stereo not given) | -4 | -0.1 | 16 | 4 | -0.4 | -9 | 19 | 8 | -1
CC(C)(C)NC(=O)C(=O)NNC(=O)c1cccc(Br)c1 | -1 | 2.2 | 5 | 8 | 0.6 | -9 | -1 | -4 | 2
COc1ccc(CNC(=O)[C@@H](NC(=O)C2CCN(C(=O)[C@@H](N)Cc3ccccc3)CC2)C(C)C)cc1 | -3 | -2.5 | 14 | -1 | -0.4 | 1 | 8 | -8 | -9
Cc1cccc(C)c1OCc1cc(C(=O)N(C)CCc2ccccn2)no1 | 3 | -0.2 | 1 | -2 | -1.1 | -3 | 14 | -2 | -2
O=C(O)c1oc2ccccc2c1CSCc1ccccc1 | 4 | -0.2 | 3 | 0 | -0.2 | 7 | 16 | -3 | -1
O=C(Nc1ccc2c(c1)OCO2)N1CCN(c2ncccn2)CC1 | -11 | -0.5 | -4 | 1 | -1.0 | -3 | 13 | -1 | 0
CCC(C)NCCOCCOc1ccc(Br)cc1 (stereo not given) | 4 | -1.2 | 6 | 3 | 1.1 | 0 | 0 | -4 | -8
COC(=O)CSc1nc(C)cc(N2CCOCC2)n1 | -6 | 0.4 | -2 | 1 | -1.0 | -2 | 12 | -8 | -2
Cc1ccc(C(=O)NCC(=O)OCC(=O)c2ccc3c(c2)NC(=O)CO3)cc1 | 31* | 0.4 | -55 | 1 | -0.3 | -8 | -3 | -4 | -4
O=C(NCCCN1CCCCC1)C1CCN(S(=O)(=O)N2CCC3(CC2)OCCO3)CC1 | 12 | -0.3 | -4 | -4 | 0.5 | -4 | 3 | -4 | -4
COc1ccc(CCN2C(=O)CCC2(C)c2nnnn2Cc2ccccc2)cc1OC (stereo not given) | -12 | -1.8 | . | 2 | 1.3 | -9 | 1 | -4 | -10
COc1ccc(NC(=O)c2ccccc2[N+](=O)[O-])cc1 | -7 | 0.1 | -15 | 0 | 0.2 | 0 | 0 | -11 | -3
COc1ccc(Cl)cc1NC(=S)N1CCC(c2ccc(C)cc2)C1 (stereo not given) | -3 | -1.7 | -125 | -2 | 0.2 | -13 | 2 | 22 | -13
O=C1CCc2cc(NS(=O)(=O)c3cc(F)ccc3F)cc3c2N1CC3 | 20 | -0.4 | 4 | 4 | 1.3 | -3 | -8 | -6 | -4
CS(=O)(=O)NN1C(=O)c2ccccc2NC1c1cccc(O)c1 (stereo not given) | -6 | -0.5 | 13 | -2 | 2.9 | 14 | 10 | 0 | -4
CCCCC(CC)C(=O)NCC(C)NC(=O)C(CC)CCCC (stereo not given) | 11 | -0.8 | 15 | -6 | 0.8 | 1 | 0 | 2 | -5
CN(C)c1ccc(C=C(C#N)C(=O)c2ccccc2)cc1Br | -83 | -0.8 | -83 | -3 | -0.3 | -6 | -1 | -3 | -7
C=CCN(C(=O)CCC(=O)Nc1cc(C)on1)C(C(=O)NC1CCCC1)c1cccnc1 (stereo not given) | -10 | 0.0 | -1 | -1 | 0.3 | -7 | -38 | -9 | -5
Cc1cccc(N2CCN(C(=O)C(Cc3ccccc3)NC(N)=O)CC2)c1C (stereo not given) | 1 | -1.0 | -2 | 4 | 3.5 | -3 | -9 | -1 | -1
Cc1cccc(C)c1NC(=O)CNC(=O)c1ccc(S(=O)(=O)NCc2ccco2)cc1 | -4 | -0.2 | 4 | 2 | 1.4 | -12 | 7 | -3 | -1
COc1ccc(CCNCc2ccccc2N2CCCC2)cc1 | 3 | -0.6 | 4 | 2 | -0.8 | 3 | 10 | -2 | -1
O=C1CCC2S/C(=C/Nc3ccc(C(F)(F)F)cc3)C(=O)N12 (stereo not given) | 6 | -0.3 | 25 | 6 | 1.2 | -3 | -1 | 0 | -4
CC(C)(C)c1ccc(OCC(=O)NNC(=O)C2CCCO2)cc1 (stereo not given) | 6 | -0.5 | 0 | 2 | -0.2 | 2 | -6 | -5 | -2
CCCCn1c2c(c(=O)n(C)c1=O)C(CC(=O)OCC(=O)Nc1cccc(C(F)(F)F)c1)C(=O)N2 (stereo not given) | 1 | 0.3 | 4 | 0 | 0.6 | 0 | -12 | 4 | -2
Cc1nn(-c2ccccc2)c2c1C(c1ccc(F)cc1F)C(C#N)=C(N)O2 (stereo not given) | -4 | -0.4 | 7 | 1 | -1.5 | -2 | 8 | -5 | -1
CCOC(=O)C1(C)CCCN1C(=O)c1ccc(OC)cc1 (stereo not given) | 4 | -0.2 | -3 | -2 | 1.0 | -3 | 15 | -5 | 1
C[C@@H](CN1CCC[C@H]1CN1C(N)=NC[C@@H]1Cc1ccccc1)N1C[C@@H](Cc2ccccc2)N(CCCC2CCCC2)C1=N | 20 | -0.5 | -6 | 2 | . | -17 | 3 | -57 | -2
CN(Cc1ccccc1)c1ccc(S(=O)(=O)N2CCC(C(=O)O)CC2)cc1[N+](=O)[O-] | 6 | -0.7 | 2 | 13 | -0.4 | 3 | 1 | -12 | -11
CC(C)CN1CC(=O)N2C(c3ccccc3)c3[nH]c4ccccc4c3C[C@H]2C1=O (stereo not given in full) | 0 | 1.1 | 0 | 0 | -0.1 | 4 | 13 | 6 | 0
COC(=O)[C@@]1(Cc2ccc(OC)cc2)[C@@H]2C(=CC(=O)[C@H]2CC(=O)C(=O)N2CCCC2)CN1C(=O)c1ccccc1 | -9 | -0.2 | 11 | -13 | . | -15 | 2 | -3 | 0
COc1ccc(CNC(=O)Nc2nc(C(N)CCc3ccccc3)cs2)cc1 (stereo not given) | -8 | -0.3 | 1 | 1 | 0.8 | 5 | 10 | -1 | 2
Cc1ccccc1S(=O)(=O)Cc1ccc(C(=O)NCCCN2CCCC(C)C2)o1 (stereo not given) | 13 | -0.4 | -2 | -1 | 0.6 | 0 | 21 | -9 | 0
N#CC1=C(N)OC2=C(C(=O)CCC2)C1c1ccsc1 (stereo not given) | 0 | -0.9 | 5 | 1 | 1.2 | -11 | -4 | -5 | -1
COc1ccccc1N1CCN(C2CCCN(C(=O)c3cc(C(C)C)on3)C2)CC1 (stereo not given) | -6 | -0.5 | -3 | 6 | 1.4 | 10 | 6 | -2 | -1
Cc1cc(C)cc(NC(=O)C(=O)NCCc2c[nH]c3ccccc23)c1 | -9 | 0.1 | 0 | 3 | 0.5 | 1 | -3 | 18 | 0
O=C(CSc1nncn1-c1ccccc1)Nc1c(F)cccc1F | 15 | 0.2 | -20 | 5 | 0.1 | 1 | 7 | -4 | -1

One compound at a time (already shown). Screens in order: NRP1-CendR mod, Tb MetRS inh, MLLE-PAM2 inh, MT1-MMP act inh, MsrA inh, eLon inh, SKN-1 block, FAS-TE inh, bovine MsrA act
C[C@@H](CN1CCC[C@H]1CN1C(N)=NC[C@@H]1Cc1ccccc1)N1C[C@@H](Cc2ccccc2)N(CCCC2CCCC2)C1=N reads 20, -0.5, -6, 2, ., -17, 3, -57, -2
N#CC1=C(N)OC2=C(C(=O)CCC2)C1c1ccsc1 (stereo not given) reads 0, -0.9, 5, 1, 1.2, -11, -4, -5, -1
COC(=O)[C@@]1(Cc2ccc(OC)cc2)[C@@H]2C(=CC(=O)[C@H]2CC(=O)C(=O)N2CCCC2)CN1C(=O)c1ccccc1 reads -9, -0.2, 11, -13, ., -15, 2, -3, 0
CN(Cc1ccccc1)c1ccc(S(=O)(=O)N2CCC(C(=O)O)CC2)cc1[N+](=O)[O-] reads 6, -0.7, 2, 13, -0.4, 3, 1, -12, -11

(listing goes on)
compound | NRP1-CendR mod | Tb MetRS inh | MLLE-PAM2 inh | MT1-MMP act inh | MsrA inh | eLon inh | SKN-1 block | FAS-TE inh | bovine MsrA act
Cc1ccc(C(=O)N2CCN(c3ccc(NC(=S)NC(=O)Cc4ccccc4)cc3)CC2)cc1 | 5 | -0.5 | 30 | 2 | 1.5 | 2 | -4 | 17 | 1
O=C(c1ccccc1)N1N=C(C(F)(F)F)CC1(O)c1ccccc1 (stereo not given) | 12 | -2.2 | 1 | -5 | 2.3 | -4 | -8 | 12 | -7
COc1ccccc1-c1ccc2c(c1)C(C)(Cc1ccc(OC(F)(F)F)cc1)C(=O)N2 (stereo not given) | 12 | -0.2 | 1 | -6 | 0.9 | -2 | 1 | 19 | -2
COc1ccccc1NC(=S)N1CCN(C/C=C/c2ccccc2)CC1 | 9 | 0.3 | -88 | 4 | -0.1 | 2 | 1 | -9 | -2
Cc1ccccc1NC(=O)N1CCN(S(=O)(=O)c2ccccc2)CC1 | 4 | -0.1 | 12 | 0 | -0.5 | -1 | 3 | 1 | -8
C#CCn1c(-c2cccs2)nc2ccccc21 | -7 | -0.9 | -3 | -5 | 3.2 | 6 | -2 | -2 | -12
CCOc1ccccc1NS(=O)(=O)c1c(C)noc1C | -2 | -1.0 | 12 | 2 | -0.3 | -3 | -36 | -10 | -12
Cc1ccc(CNC(=O)c2cc3c(=O)n4ccccc4nc3n(CC3CCCO3)c2=N)cc1 (stereo not given) | -18 | -1.2 | -24 | -1 | . | -8 | 1 | 1 | -4

Shown with each value named: 2 of the compounds above
> O=C(c1ccccc1)N1N=C(C(F)(F)F)CC1(O)c1ccccc1 (stereo not given)
  NRP1-CendR mod: 12
  Tb MetRS inh: -2.2
  MLLE-PAM2 inh: 1
  MT1-MMP act inh: -5
  MsrA inh: 2.3
  eLon inh: -4
  SKN-1 block: -8
  FAS-TE inh: 12
  bovine MsrA act: -7

> CCOc1ccccc1NS(=O)(=O)c1c(C)noc1C
  NRP1-CendR mod: -2
  Tb MetRS inh: -1.0
  MLLE-PAM2 inh: 12
  MT1-MMP act inh: 2
  MsrA inh: -0.3
  eLon inh: -3
  SKN-1 block: -36
  FAS-TE inh: -10
  bovine MsrA act: -12

Rows were taken by chance; overall some 4% were active at least once.
